FN deposition inh: inhibitors of fibronectin matrix deposition, primary screen, AH1F cells, Alexa488-fibronectin fluorescence, plate reader | AH1F fibroblasts, overnight | inhibition, % at 12.6 µM | 350,000 tested, 0.086% active | AID 743247, 2014;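 active means mean inhibition across replicates of 30% or more, regardless of how many single replicates reach that level; inconclusive means mean under 30% yet at least half of replicates reach 30%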;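 further: positive control wells lacked labelled fibronectin entirely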
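Test system: AH1F fibroblast monolayer depositing Alexa488-labelled fibronectin into matrix. Input: 10000 cells per well. Technique: fluorescence, ex 485 nm, em 525 nm. Buffer or medium: DMEM plus 2% serum, read in PBS. Timing: 1 h cell adhesion before compound, then overnight fibronectin incubation. Compound: single dose, pinned. Read-out basis: inhibition from reduced deposited-fibronectin fluorescence.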
RAD52 anneal inh: RAD52 DNA annealing inhibitors, primary screen, biochemical, FRET, single point, set 2 | DNA repair protein RAD52 homolog (Homo sapiens), P43351 | recombinant RAD52 DNA annealing, FRET fluorescence | inhibition, % at 18.7 µM | 360,000 tested, 0.46% active | AID 651710, 2012;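 active means every replicate showing at least 50% inhibition; inconclusive means mean inhibition at least 50% but not in every replicate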
Target sequence (P43351 whole entry, looked up): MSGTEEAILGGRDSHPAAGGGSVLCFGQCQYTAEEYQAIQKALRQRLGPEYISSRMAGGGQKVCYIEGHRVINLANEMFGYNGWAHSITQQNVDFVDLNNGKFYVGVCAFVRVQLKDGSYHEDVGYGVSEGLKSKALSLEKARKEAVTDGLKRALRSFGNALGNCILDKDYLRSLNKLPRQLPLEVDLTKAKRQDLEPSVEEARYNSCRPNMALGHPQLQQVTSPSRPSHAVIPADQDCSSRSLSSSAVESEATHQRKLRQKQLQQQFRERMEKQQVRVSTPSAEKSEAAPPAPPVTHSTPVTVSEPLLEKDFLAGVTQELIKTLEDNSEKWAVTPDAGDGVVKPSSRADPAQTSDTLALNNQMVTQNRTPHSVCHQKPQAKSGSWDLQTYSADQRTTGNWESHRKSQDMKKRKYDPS
EWS-Fli inh: EWS/Fli-driven NR0B1 reporter inhibitors, primary screen, A673 cells, NR0B1 luciferase, luminescence, MLPCN library | viability-normalised | inhibition, % at 12.6 µM | 350,000 tested, 0.67% active;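 active means mean inhibition of at least 50% after viability correction, with every replicate also passing that limit; inconclusive means mean reaches 50% but only one of two replicates passes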;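 further: firefly luciferase signal divided by Alamar Blue viability fluorescence both relative to DMSO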
esBAF inh: Bmi1 luciferase reporter increase in mESCs, primary screen, esBAF inhibitor project, mouse ES cells, Bmi1 luciferase knock-in, single point | 24 h; 100% = twice the neutral-well signal | reporter increase, % at 12.5 µM | 350,000 tested, 2% active; in the data active means activation above about 40%; inconclusive means no clear call, values can overlap the other calls;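 further: 0% = median of the plate's neutral control wells and 100% = double that signal; a rise in the Bmi1 reporter signal indicates esBAF inhibition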
E-sel inducer: E-selectin induction in HUVECs, primary screen, imaging, HUVEC, immunofluorescence imaging, single point; P16581; normalized: neutral wells 0, TNF-alpha wells 100; activation, % at 7.58 µM; 260,000 tested, 0.37% active;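 active means mean E-selectin-positive cell signal at least 10% of the positive control, reached in at least 60% of replicates, without over 20% cell loss; inconclusive means no rule given, readout overlaps actives, possibly toxicity-flagged; inactive means the rest, including those meeting only one limit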;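 further: in these data hits start at about 27%; measured in HUVEC primary endothelial cells; signal is the percent of cells scored E-selectin positive by PE staining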
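Assay system: HUVEC primary endothelial cells. Input: 3,000 HUVEC seeded per well. Doses: one compound dose added by pin transfer. Read-out basis: % PE-positive cells. Benchmarks: TNF-alpha high, DMSO low. Detection: immunofluorescence imaging. Buffer or medium: EGM-2, gelatin.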
RAD54 inh: inhibitors of human RAD54 branch migration, primary screen, biochemical, fluorescence, single point | DNA repair and recombination protein RAD54-like (Homo sapiens), Q92698 | RAD54 Holliday junction branch migration, FAM/BHQ fluorescence | inhibition, % at 10.4 µM | 360,000 tested, 0.14% active;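 active means mean normalized replicate activity at least 40 and at least half of replicates scoring 40 or more; inconclusive means only one of the two criteria met; inactive means mean below 40 and under half of replicates reaching 40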;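 further: 0% = median of neutral control wells and 100% = median of positive control wells; inhibitors cause a drop in the FAM fluorescence signal; in these data hits start at about 50%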
Xi reactivation: activators of inactive X chromosome reactivation, primary screen, imaging, XiGFP fibroblasts, GFP high-content imaging, set 2. XiGFP mouse fibroblasts, % GFP-positive cells imaging, 3 d; cells co-treated with 5-aza-dC sensitizer; scaled so ellipticine positive control = 100%. activation, % at 7.58 µM. 360,000 tested, 0.055% active. AID 743238, 2013;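 active means mean normalized replicate activation at least 10% and every replicate at or above 10%; inconclusive means only one of the two criteria met; inactive means mean below 10% and not all replicates reach 10%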;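 further: 0% = median of on-plate neutral control wells and 100% = ellipticine 6 µM median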
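System: SV40-immortalized XiGFP fibroblast cells, line 68-5-11 / Incubation: 3-day compound exposure, then 15 min fixation at room temperature / Compound: single concentration per compound, delivered by pin transfer / Buffer or medium: DMEM plus 5-aza-dC sensitizer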
S100A4 inh HTS: inhibitors of S100A4-myosin IIA peptide binding, primary screen, biochemical, fluorescence polarization, TAMRA-MyoIIA peptide; inhibition, % at 10.7 µM; 360,000 tested, 0.14% active; AID 652163, 2013;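 active means mean inhibition of at least 70% across replicates, with every replicate also reaching that level; inconclusive means mean inhibition reaches 70% but some replicates fall short; inactive means mean inhibition below 70%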
Target sequence (P26447 whole entry, looked up): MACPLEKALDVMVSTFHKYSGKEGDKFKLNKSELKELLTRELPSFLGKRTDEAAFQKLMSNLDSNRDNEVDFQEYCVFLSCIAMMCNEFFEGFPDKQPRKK
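Test system: S100A4 monomer protein. Medium: HEPES buffer with Ca2+, pH 7.2. Reagent: fluorescent myosin IIA peptide, 5 nM. Compound dosing: single-point compound testing. Timing: 5 min between mix addition and reading. Benchmarks: DMSO neutral and TFP positive wells.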
* marks the source's active call; other numbers are inactive results; ? = inconclusive; . = not tested or not shown; & = joins results of further samples.

Value order: FN deposition inh	RAD52 anneal inh	EWS-Fli inh	esBAF inh	E-sel inducer	RAD54 inh	Xi reactivation	S100A4 inh HTS
> C[C@H](CO)N1C[C@H](C)[C@H](CN(C)S(=O)(=O)c2cccs2)Oc2c(NC(=O)c3cnccn3)cccc2C1=O
→ -1	-1	1	-5	-0.1	2	-0.5	-16
> Cc1ccc(NC(=O)CN2C(=S)NC(C)(C)CC2C)cc1Cl (stereo not given)
→ 2	-34	10	.	-2.3	.	0.2	1
> CCCCNC(=O)CCn1c(=O)c2ccccc2n(Cc2ccc(F)cc2)c1=O
→ -2	-5	9	.	.	.	0.1	-2
> CC(=O)N(C(C)=O)c1ccc2c(c1)OCCO2
→ 6	-1	4	-1	0.0	0	0.2	7
> CCC(=O)c1ccc(OC)c(OC)c1O
→ 0	-15	-8	5	-0.1	10	0.0	-3
> COc1cc(C)c(NC(=O)C(=S)N2CCCC2)cc1C
→ 1	-11	8	.	0.0	.	0.1	-2
> COc1ccc(CCNC(=O)C2C3CCC(C3)C2C(=O)O)cc1OC (stereo not given)
→ 7	-26	-10	-4	.	-2	0.1	-10
> C[C@@H]1CN([C@@H](C)CO)C(=O)c2cccc(NC(=O)c3ccncc3)c2O[C@@H]1CN(C)CC1CC1
→ .	.	-23	-2	-0.1	.	0.2	.
> CCN(CC)CCN1C(=O)c2oc3ccc(F)cc3c(=O)c2C1c1ccncc1 (stereo not given)
→ -7	-37	0	2	-0.3	-10	-0.1	4
> Cc1ccc(NS(=O)(=O)c2ccc3c(c2)NC(=O)CO3)c(C)c1
→ -12	-7	.	6	.	-1	0.0	0
> Cc1ccc(N2CC(C(=O)Nc3nnc(SCc4ccccn4)s3)CC2=O)cc1 (stereo not given)
→ .	-52	.	-1	-0.5	-10	0.0	-1
> COCC(=O)N[C@@H]1C=C[C@@H](CC(=O)NCc2ccccc2OC)O[C@@H]1CO
→ 5	-13	-5	0	-0.3	-6	-0.3	10
> CC1Cc2ccccc2N1C(=O)CN1C(=O)NC(C)(CCc2ccccc2)C1=O (stereo not given)
→ -24	-14	8	.	.	-4	0.2	5
> CS(=O)(=O)c1ccc(Cl)c(NC(=O)C2CCCCN2S(=O)(=O)c2ccccc2)c1 (stereo not given)
→ 2	-24	6	-2	-0.5	0	-0.1	32
> Cc1ccccc1N1CCN(S(=O)(=O)c2cccs2)CC1
→ .	-15	.	.	-0.3	0	0.2	-1
> N/C(=N\OC(=O)c1ccccc1)C(C(=O)NOC(=O)c1ccccc1)C1CCCCC1 (stereo not given)
→ -1	-4	-6	19	-0.2	-3	0.0	13
> Cc1ccc(NS(=O)(=O)c2cccc(C(=O)N3CCN(c4ncccn4)CC3)c2)cc1
→ -6	-1	2	-7	-0.3	-6	0.2	2
> COc1ccccc1-c1cn(CC[C@H]2CC[C@@H](NC(=O)c3cnccn3)[C@@H](CO)O2)nn1
→ 2	.	.	-11	0.3	-2	0.2	.
> CN(C)C(=O)C[C@@H]1CC[C@H]2[C@@H](COC[C@H](O)CN2S(=O)(=O)c2ccccc2)O1
→ 0	-8	.	-1	-0.1	-5	0.0	6
> O=C(C[C@H]1C[C@@H]2c3cc(NC(=O)Nc4ccccc4)ccc3O[C@@H]2[C@H](CO)O1)NCc1ccncc1
→ -3	-1	-3	1	-0.2	-2	0.9	-11
> CCOc1cc2c(cc1/C=C/C(=O)O)OC(C)C2 (stereo not given)
→ 2	-7	-7	.	2.1	.	0.1	-7
> Cc1ccc(S(=O)(=O)N2CCC(=O)N(CCOCc3cccc(C)c3)CC2)cc1
→ 17	8	-3	9	.	-3	0.1	28
> Nc1nc(Nc2ccccc2)nc(N2CCCC2)c1[N+](=O)[O-]
→ 7	-1	-51	50*	0.7	2	0.0	-3
> COc1ccc(C(=O)N/C(=C/c2ccc(Cl)cc2)C(=O)NCc2ccncc2)cc1
→ -5	2	1	6	.	-2	0.1	1
> C[C@H]1CN([C@@H](C)CO)C(=O)c2cccc(NC(=O)c3nc4ccccc4s3)c2O[C@@H]1CN(C)S(=O)(=O)c1ccc(F)cc1
→ .	5	13	-2	-0.3	-10	0.0	-4
> CCOc1ccccc1OC(C)C(=O)Nc1ccc(S(=O)(=O)N2CCCC2)cc1 (stereo not given)
→ 2	-3	1	-5	0.2	5	-0.1	-4
> Cc1cccc(N2CCN(C(=O)c3ccc4[nH]c(C)c(C)c4c3)CC2)c1C
→ 13	-25	54*	2	2.3	2	0.2	-11
> Cc1cc([N+](=O)[O-])nn1Cc1ccc(C(=O)N/N=C/c2ccc(N(C)C)cc2)cc1
→ 8	7	-13	.	3.3	.	0.1	-2
> COc1ccc(CNC(=O)c2c(C)cc(=O)oc2C)cc1
→ -2	-20	4	.	15	.	-0.1	-2
> O=C(CCN1CCCCC1)NCC[C@H]1CC[C@@H](NC(=O)C2CCOCC2)[C@H](CO)O1
→ 2	-2	1	1	0.4	6	0.2	4
> CO[C@H]1CN(C)C(=O)c2ccc(NS(=O)(=O)c3ccccc3C)cc2OC[C@H](C)NC[C@@H]1C
→ -4	12	-5	.	-0.2	.	-0.2	7
> Cc1ccc(S(=O)(=O)NCCCNS(C)(=O)=O)cc1
→ .	-8	-13	-3	.	4	.	5
> COc1ccccc1C1CC(=O)Oc2cc(C)c(Br)c(C)c21 (stereo not given)
→ -2	-8	-4	-4	0.0	-1	-0.2	-6
> O=C(NNS(=O)(=O)c1ccc(Br)cc1)c1ccccc1-n1cccc1
→ 1	-7	2	-1	-0.1	0	0.2	-20
> CCSc1nc2sc3c(c2c(=O)[nH]1)CCCC3
→ .	0	.	8	.	0	.	-3
> COCCN(C(=O)COC(=O)/C=C/c1ccc(SC)cc1)c1c(N)n(Cc2ccccc2)c(=O)[nH]c1=O
→ 5	-10	-6	5	.	-1	0.2	1
> Cc1noc(C)c1NC(=O)Nc1cccc2c1O[C@H](CN(C)C(=O)Nc1ccc(F)cc1)[C@H](C)CN([C@H](C)CO)C2=O
→ .	.	-14	5	-0.3	.	0.1	.
> CN1CCN(c2nc3ccccc3nc2NS(=O)(=O)c2ccc(Br)cc2)CC1
→ -1	-23	-3	-4	-0.4	-5	0.1	-3
> CC(=O)n1cc([C@@H]2C=C(C(=O)O)O[C@H](OCc3ccc(CO)cc3)C2)c2ccccc21
→ -9	-299&-10	1&0	0	0.0	-12	0.0	-2&-8
> O=C(Nc1ccc(C(=O)N2CCOCC2)cc1)c1ccccc1
→ 5	-10	-10	-1	0.7	8	0.0	2
> O=C(COC(=O)COc1ccccc1)NC12CC3CC(CC(C3)C1)C2
→ -3	-6	0	-7	-1.8	-1	0.0	-9
> CCOC(=O)C1CCCN(C(=O)C2CCCN(S(=O)(=O)c3ccc4c(c3)oc(=O)n4C)C2)C1 (stereo not given)
→ 1	-5	-1	7	4.6	18	0.1	-1
> CCN(CC)CCN(C(=O)Cn1nnc(-c2ccc(C)o2)n1)C(C(=O)NC1CCCC1)c1ccc(F)cc1 (stereo not given)
→ -3	-5	2	-8	.	0	.	-1
> COc1cc2c(cc1OC)CN(S(=O)(=O)c1ccc(Cl)nc1)CC2
→ 1	0	11	-2	.	-10	0.1	-1
> CN(CCOc1ccc(Cl)cc1)C(=O)Cc1ccc(S(=O)(=O)N2CCOCC2)s1
→ -7	-70	-2	0	0.6	1	0.5	-7
> CCn1cnc2c(oc3ccccc32)c1=O
→ -15	-1	-17	28	-0.3	6	0.1	-1
> CCN(C(=O)COC(=O)CSc1ccc(F)cc1)c1c(N)n(Cc2ccccc2)c(=O)[nH]c1=O
→ -1	-15	-3	-1	-1.4	-2	0.0	-1
> N#CCCN(C(=O)COC(=O)c1cccc(S(=O)(=O)N2CCCCCC2)c1)c1ccc(F)cc1
→ 11	-4	2	3	-0.4	-4	-0.1	1
> CO[C@@H]1CC[C@@H]2CCOc3c(C#N)cccc3C(=O)N(C)[C@@H](C)C(=O)N(C)C[C@H]1O2
→ -2	15	3	-6	0.0	-8	0.3	-38
> COc1ccc(S(=O)(=O)Nc2cccc3c2O[C@@H](CN(C)CC2CC2)[C@H](C)CN([C@H](C)CO)C3=O)cc1
→ .	14	3	-3	-0.4	1	-1.0	2

The list goes on.
Value order: FN deposition inh	RAD52 anneal inh	EWS-Fli inh	esBAF inh	E-sel inducer	RAD54 inh	Xi reactivation	S100A4 inh HTS
> COc1cc(C(=O)NNC(=O)COc2ccccc2Cl)ccc1OCC(=O)N1CCOCC1
→ 18	1	7	-6	.	-1	-0.1	1
> COc1cc2c(c(OC)c1O)C(=O)CO2
→ 0	-1	0	0	-0.3	-3	0.0	-3
> CN(c1ccccc1)S(=O)(=O)c1ccc(C(=O)Nc2ccncc2)cc1
→ 2	-16	9	15	2.2	10	0.0	-3
> CC(=O)Nc1ccc(NC(=O)[C@@H]2CCCN2S(=O)(=O)c2ccc3c(c2)OCCO3)cc1
→ -3	-14	7	-3	?	12	0.0	2
> CC(=O)N(/C=C1\SC(=S)N(c2ccccc2)C1=O)c1ccccc1
→ -9	-102	-13	27	.	3	0.1	4
> CCCCC(CC)C(=O)NCc1ccc(F)cc1 (stereo not given)
→ 5	-7	7	-4	.	-5	1.1	-6
> Cc1cc(C)cc(NC(=O)CSc2nnnn2-c2cccnc2)c1
→ 12	-4	4	1	.	-1	0.1	1
> COc1ccccc1NC(=O)N[C@H]1CC[C@H](CCNS(=O)(=O)c2ccc(C)cc2)O[C@H]1CO
→ .	5	-1	.	0.9	.	0.5	-3
> CCCC#Cc1ccc([C@@H]2[C@H]3CN(CCC)CCCCN3[C@H]2CO)cc1
→ -15	9	12	-4	-0.2	5	0.0	0
> CC(C)CN(C(=O)C1CC1)C1CCS(=O)(=O)C1 (stereo not given)
→ -2	-8	0	-5	3.1	11	0.1	2
> C[C@@H]1CCCCO[C@@H](CN(C)C(=O)CCC(F)(F)F)[C@H](C)CN([C@H](C)CO)C(=O)c2cc(N(C)C)ccc2O1
→ .	.	4	1	0.1	.	-0.3	.
> Cc1ccc(C(C)C)cc1OCC(=O)N1CCN(C(=O)c2ccco2)CC1
→ 4	-9	7	.	.	6	0.3	1
> CCOc1ccc(OCCC(=O)OCC(=O)NC2CC2)cc1
→ 11	-11	0	-1	.	4	0.0	1
> Cn1c(=O)oc2cc(S(=O)(=O)NCc3ccc(Cl)cc3)ccc21
→ 13	0	.	3	.	-1	0.1	4

Assay outcomes deposited in PubChem by Broad Institute.
